S aureus QS inh: blocks AIP-induced quorum sensing reporter in S. aureus. S. aureus RN6390 RNAIII-GFP reporter, flow cytometry 3 h. inhibition, % at 2 µM. hit rate 0.3% among 24,000;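 active = share of bacteria positive for the green fluorescent reporter and its mean brightness both inhibited by 50% or more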;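 note: 0% = AIP-stimulated control and 100% = unstimulated bacteria without AIP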
S aureus QS inh GFP MFI %: also measured in S aureus QS inh; calls as there; inhibition, %; measured here: inhibition of GFP MFI
* hit, by the source's call. Not all compounds are listed; count on the stated rates, not on these rows.

S aureus QS inh	S aureus QS inh GFP MFI %	Compound
-3	-14	COc1ccc(S(=O)(=O)NC(CC(=O)NCc2ccc3c(c2)OCO3)c2ccco2)cc1 (stereo not drawn)
-1	-14	CCN1CCc2c(sc(NC(=O)c3ccc(S(=O)(=O)N4CCOCC4)cc3)c2C(=O)OC)C1
2	8	COc1cccc(-c2nc(-c3ccc(NC(=O)Cc4ccccc4OC)cc3)no2)c1
0	-13	C=C(c1cccc2ccccc12)P(=O)(O)O
1	8	CCOC(=O)C1CCCN(C(=O)Cn2nc(Cc3cccnc3)c3ccccc3c2=O)C1 (stereo not drawn)
6	21	CC1CCCC(NC(=O)CC2Nc3ccccc3NC2=O)C1C (stereo not drawn)
0	-20	CCC(=O)N1CCc2cc(OC)c(OC)cc2C1COc1ccc(C(=O)OC)cc1 (stereo not drawn)
6	26	CCOC(=O)C1C(=O)C=C(N2CCOCC2)CC1c1cccc(OC)c1 (stereo not drawn)
-7	-9	CCCC(=O)Nc1sc(C(=O)OC)c(C)c1C(N)=O
-1	-10	CCOC(=O)COc1cc(=O)n(CC)c2ccccc12
-5	-3	FC(F)(F)c1cccc(N2CCN(c3nnnn3-c3ccccc3)CC2)c1
-4	-20	O=C(Nc1c(-c2ccccc2)nc2ccccn12)c1ccco1
-2	-1	O=C(NC1CCCCCCC1)c1ccc(CNc2c(N3CCOCC3)c(=O)c2=O)cc1
-3	-18	CCCC(=O)Nc1ccccc1NC(=O)CN(C)S(=O)(=O)c1ccc(C)cc1
-4	-8	CCCN(CCC)C(=O)CC(c1ccc(F)cc1)c1ccco1 (stereo not drawn)
0	27	N#CC(C(=O)Nc1ccccc1)=C1CCCCC1
-1	-37	COCc1cc(C)nc2sc(C(=O)N3CCN(c4ccccc4)CC3)c(N)c12
-4	-10	Cc1cccn2c(=O)c3cc(C(=O)NCc4ccccn4)n(C)c3nc12
-1	4	Cn1c(CCCNC(=O)c2ccccc2)nc2ccccc21
-2	-16	COc1ccc(-n2nc(C(=O)O)c3ccccc3c2=O)c(OC)c1
16	44	O=C(NCc1ccc2c(c1)OCO2)C1CCCN(S(=O)(=O)c2cccs2)C1 (stereo not drawn)
-2	14	O=C(NC1CCCCCC1)C1c2ccccc2C(=O)N1CCCN1CCOCC1 (stereo not drawn)
-1	-1	CCOC(=O)c1cccc(NC(=O)CSc2nc3ccccc3c(=O)n2CC)c1
-2	-4	CCCCn1c(=O)[nH]c(=O)c2c1nc(-c1ccncc1)n2CCOC
2	6	CS(=O)(=O)N(Cc1ccco1)CC(O)Cn1c2ccccc2c2ccccc21 (stereo not drawn)
0	-2	CCOc1ccccc1N1CCN(S(=O)(=O)c2cccc3nsnc23)CC1
-3	-7	CCOC(=O)c1cccc(NC(=O)CCS(=O)(=O)c2cccc3nsnc23)c1
2	42	CCOC(=O)N1CCN(C(=O)CSc2nc3c(c(=O)n2-c2ccccc2OC)SCC3)CC1
-3	3	COc1cccc(C2=NOC(C(=O)Nc3cc(C)nn3-c3ccccc3)C2)c1OC (stereo not drawn)
-6	-3	CCC(Sc1nc2cc(OC)c(OC)cc2c2nc(C)nn12)C(=O)NCc1ccco1 (stereo not drawn)
-4	-6	CC(C)c1ccc(C(=O)CSc2ncn[nH]2)cc1
-2	-6	Cc1ocnc1C(=O)Nc1ccc(Cl)cc1
2	35	CC1Cc2nc(SCC(=O)NC3CCCCC3)n(C)c(=O)c2S1 (stereo not drawn)
-8	-28	O=C(NC1CCCC1)c1ccc(CS(=O)(=O)c2cccc(C(F)(F)F)c2)o1
-1	-15	COC(=O)C(C)Sc1ncnc2c1nnn2-c1ccc(F)cc1 (stereo not drawn)
0	-29	O=C(Cn1cccc1C(=O)c1ccccc1)NCc1cccs1
0	-3	CN(C)CCCN1C(=O)C(=O)/C(=C(/O)c2ccncc2)C1c1cccc(Br)c1 (stereo not drawn)
-2	-2	CCOc1ccccc1NC(=O)C1=C(C)NC(=O)NC1c1cccc(OC)c1OC (stereo not drawn)
0	11	Cc1cc(C)c(NC(=O)C2CSCCS2)c(C)c1 (stereo not drawn)
2	9	COc1ccc(OC)c(-n2cnc3cc(C(=O)NCCCN4CCOCC4)ccc32)c1
2	4	Cc1cccc(-n2nnc(C(=O)NCc3ccccc3)c2N)c1
-1	-7	O=C(c1ccco1)N1CCN(C(=O)c2cccc3c2C(=O)N(Cc2cccnc2)C3)CC1
-8	-14	COC(=O)C(NC(=O)c1ccco1)(Nc1nc(C2CC2)cs1)C(F)(F)F (stereo not drawn)
-1	-27	O=C(CCCN1CCC(O)(c2ccc(Cl)cc2)CC1)c1ccc(F)cc1
-4	-23	O=C(NCc1cccs1)C1CCC(CNS(=O)(=O)c2ccc(Br)s2)CC1 (stereo not drawn)

A second format for 20 compounds above:
Results follow in this order: S aureus QS inh	S aureus QS inh GFP MFI %
CCOc1ccccc1N1CCN(S(=O)(=O)c2cccc3nsnc23)CC1
  0	-2
CCOC(=O)c1cccc(NC(=O)CCS(=O)(=O)c2cccc3nsnc23)c1
  -3	-7
CCOC(=O)N1CCN(C(=O)CSc2nc3c(c(=O)n2-c2ccccc2OC)SCC3)CC1
  2	42
COc1cccc(C2=NOC(C(=O)Nc3cc(C)nn3-c3ccccc3)C2)c1OC (stereo not drawn)
  -3	3
CCC(Sc1nc2cc(OC)c(OC)cc2c2nc(C)nn12)C(=O)NCc1ccco1 (stereo not drawn)
  -6	-3
CC(C)c1ccc(C(=O)CSc2ncn[nH]2)cc1
  -4	-6
Cc1ocnc1C(=O)Nc1ccc(Cl)cc1
  -2	-6
CC1Cc2nc(SCC(=O)NC3CCCCC3)n(C)c(=O)c2S1 (stereo not drawn)
  2	35
O=C(NC1CCCC1)c1ccc(CS(=O)(=O)c2cccc(C(F)(F)F)c2)o1
  -8	-28
COC(=O)C(C)Sc1ncnc2c1nnn2-c1ccc(F)cc1 (stereo not drawn)
  -1	-15
O=C(Cn1cccc1C(=O)c1ccccc1)NCc1cccs1
  0	-29
CN(C)CCCN1C(=O)C(=O)/C(=C(/O)c2ccncc2)C1c1cccc(Br)c1 (stereo not drawn)
  0	-3
CCOc1ccccc1NC(=O)C1=C(C)NC(=O)NC1c1cccc(OC)c1OC (stereo not drawn)
  -2	-2
Cc1cc(C)c(NC(=O)C2CSCCS2)c(C)c1 (stereo not drawn)
  0	11
COc1ccc(OC)c(-n2cnc3cc(C(=O)NCCCN4CCOCC4)ccc32)c1
  2	9
Cc1cccc(-n2nnc(C(=O)NCc3ccccc3)c2N)c1
  2	4
O=C(c1ccco1)N1CCN(C(=O)c2cccc3c2C(=O)N(Cc2cccnc2)C3)CC1
  -1	-7
COC(=O)C(NC(=O)c1ccco1)(Nc1nc(C2CC2)cs1)C(F)(F)F (stereo not drawn)
  -8	-14
O=C(CCCN1CCC(O)(c2ccc(Cl)cc2)CC1)c1ccc(F)cc1
  -1	-27
O=C(NCc1cccs1)C1CCC(CNS(=O)(=O)c2ccc(Br)s2)CC1 (stereo not drawn)
  -4	-23

Other structures
S aureus QS inh	S aureus QS inh GFP MFI %	Compound
1	33	CCOc1cc2[nH]c(=O)n(CCCCC(=O)NC3CCCCC3)c(=O)c2cc1OCC
-1	7	CCOC(=O)N1CCC(NC(=O)CSCc2cnn(-c3ccccc3)c2-n2cccc2)CC1
-1	-9	O=C(Nc1cccnc1)c1scc2c1OCCO2
-10	-57	COc1ccc(NC(=O)c2cnc3sccn3c2=O)cc1
3	21	Cc1noc(C)c1S(=O)(=O)N1CCCC(C(=O)N2CCC(C)CC2)C1 (stereo not drawn)
0	-15	Cc1ccnc(N2CCC(C(=O)Nc3ccc4c(c3)OCO4)CC2)n1
0	5	OCCn1c(-c2ccc3c(c2)OCO3)csc1=Nc1ccccc1
0	2	Cc1cccc(-c2cc3nc(C)cc(NCCCN(C)C)n3n2)c1
-1	-3	Clc1cc(Cl)c2nc(N3CCOCC3)sc2c1
2	14	Cc1ccccc1Cn1nnc(C(=O)Nc2cccc(C)c2C)c1N
-1	0	COc1ccccc1-c1ccc(Nc2cccc(C(C)=O)c2)nn1
1	30	Cc1onc(-c2ccccc2Cl)c1C(=O)Nc1ccc(-n2nncc2-c2ccco2)cc1
0	-10	Cn1cc(SCC(=O)Nc2nc3ccccc3s2)c2ccccc21
6	18	O=C(CSc1nnc2ccccn12)c1ccc2c(c1)OCCO2
-7	-4	Cc1ccc(NC(=O)N2CCC(c3nc4c(nnn4Cc4cccc(Cl)c4)c(=O)[nH]3)CC2)cc1
-3	3	COc1ccc(CCNC(=O)c2ccncc2)cc1OC
10	22	CCCn1c(NCc2ccc3c(c2)OCO3)nc2ccccc21
3	-17	Cc1ccc(NC(=O)NCC(c2cccnc2)N2CCOCC2)cc1 (stereo not drawn)
0	11	CCOC(=O)c1ccc(N2C(=O)CC(N(C)CCc3ccc(OC)c(OC)c3)C2=O)cc1 (stereo not drawn)
-1	7	CCOC(=O)N1CCC(NS(=O)(=O)c2cc(Br)cc3c2N(C(=O)CC)CC3)CC1
-2	3	COc1ccc(C2C(=O)N(C3CCCCCC3)CC(=O)N2Cc2ccccc2)cc1OC (stereo not drawn)
-3	-11	Cc1noc(C)c1S(=O)(=O)N1CCC(C(=O)N2CCN(c3ccc(Cl)cc3)CC2)CC1
-1	-41	O=C(Nc1ccc(F)cc1)N1CCN(c2nc3ccccc3s2)CC1
0	-2	COc1ccc(-c2cc(C(F)(F)F)nc(SCCC(=O)N3CCOCC3)n2)cc1
-2	-15	COc1ccc(OCc2ccc(-c3nc4ccccc4c(=O)n3N)o2)cc1
3	14	O=C(c1ccccc1)c1cccn1CC(=O)N1CCN(C2CCCCC2)CC1
-1	-5	CC(=O)OC1CC(C)(C)N(OC(=O)CCCN2C(=O)c3ccccc3C2=O)C(C)(C)C1
1	6	O=C(NC1CCCC1)C1CCN(S(=O)(=O)N2CCCCC2)CC1
-6	-12	Nc1ccc(-c2nc3c(Cl)c(N)ccc3[nH]2)cc1
0	-3	CCN1CCc2c(C#N)c(N3CCOCC3)nc(NCc3ccccc3)c2C1
-1	2	O=C(NC1CCCCCC1)c1c(F)c(F)c(F)c(F)c1F
0	14	CC(C)[C@H](NC(=O)NCc1ccc(Cl)cc1)C(=O)O
0	9	Cn1cnc2c1c(=O)n(Cc1ccccc1)c(=O)n2C
0	7	COC(=O)C1=C(C)Nc2ncnn2C1c1ccco1 (stereo not drawn)
4	14	COc1cc(NC(=O)c2cc(-c3cccc(O)c3)on2)cc(OC)c1OC
0	48	CCCOc1ccccc1C1CC(=O)NC(C)=C1C(=O)OCC(C)C (stereo not drawn)
-4	-10	CC12CC(NC(=O)N1CCc1ccccc1)c1ccccc1O2 (stereo not drawn)
7	28	COc1cccc(-n2c(Cc3cc(=O)[nH]c(=O)[nH]3)nnc2SC(C)C)c1
-3	-8	O=C(CN1C(=O)CCSc2ccccc21)Nc1ccc2c(c1)OCCO2
2	7	CCOc1ccc(N/C(SC)=C(/C#N)C(N)=O)cc1
-7	-19	COc1ccc(-n2nc(C(=O)N3CCN(c4ccc(F)cc4)CC3)c3ccccc3c2=O)c(OC)c1
-2	-9	CC1CCN(CCCNC(=O)Cc2c(C(=O)O)n(C)c3ccccc23)CC1
1	11	COc1ccc(-c2c(N)nnc3c2[nH]c2ccccc23)cc1OC
-2	-2	COc1nc(N)nc(CC(=O)C2CC2)n1
4	14	CCN1CCN(Cc2ccc(NC(=O)CC3Oc4ccc(C)cc4NC3=O)cc2)CC1 (stereo not drawn)
-8	-11	CC1=C(C(=O)NC(C)C)C2(CCC(C)CC2)OC1=O (stereo not drawn)
0	9	COC(=O)c1ccc(COc2ccc(C3C4=C(CCCC4=O)Nc4onc(C)c43)cc2)cc1 (stereo not drawn)
16	30	O=C(Cn1cc2c(n1)CCCC2)NC1CCCCCC1
0	3	CCn1c(C(=O)N2CCC(C(=O)NCCCSC3CCCCC3)CC2)cc2sccc21
0	8	O=C(Nc1ncnc2sc3c(c12)CCCCC3)c1ccco1
2	8	CCOC(=O)N1CCN(c2c(NCC3CCN(Cc4cccc(C)c4)CC3)c(=O)c2=O)CC1
-5	-3	COCCN(CC(=O)NC1CCCCC1)C(=O)CSc1nc2ccccc2o1
-3	-8	CCOC(=O)C(NC(=O)CC)(Nc1sc2c(c1C(=O)OC)CCN(C)C2)C(F)(F)F (stereo not drawn)
-5	-27	CCOc1ccc(Br)cc1C1NC(=O)c2c(sc3c2CCN(C)C3)N1 (stereo not drawn)
0	0	CC(Oc1ccc(Cl)cc1Cl)C(=O)Nc1ncccn1 (stereo not drawn)
3	3	CCc1noc(N)c1C(=O)Nc1ccc(F)c(Cl)c1
2	3	CCN(CC)CCCNC(=O)c1sc2nc(-c3ccc(F)cc3)cn2c1C
5	20	CC(C)CC(c1nnnn1C1CCCC1)N1CCN(c2ccccc2F)CC1 (stereo not drawn)
-1	-9	COc1ccc(C2=NOC(C(=O)NCc3ccc(F)cc3)C2)cc1 (stereo not drawn)
-2	-41	CCOc1ccc(-c2cc(NC(=O)Cn3ncc4c3-c3ccccc3OC4)on2)cc1OCC
2	4	CCCCCn1c(CN2CCN(C(=O)c3ccco3)CC2)nc2c1c(=O)n(C)c(=O)n2C
-1	1	CC1CCN(CCCNC(=O)C2CCN(S(=O)(=O)N3CCCCC3)CC2)CC1
-2	12	CC1=C(C(=O)Nc2cccnc2)C(c2ccccn2)n2nnnc2N1 (stereo not drawn)

Assay outcomes (PubChem BioAssay)
